Menin-MLL TR inh: menin-MLL binding inhibition, Texas Red mutant peptide | O00255 | Menin + Texas Red MLL mutant peptide, fluorescence polarization | Potency, µM (doses to about 61.6 µM), for inactives: at the top dose FP activity change, negative = inhibition, usual class: inhibitors | 0.23% of 270,000 active | AID 1768; active means well fitted inhibition curve with a large enough effect in the polarisation, with a control signal flat, not every such curve was filed as active; inconclusive means small, poorly fitted or top-dose-only effect, or effect the other way, or a change in a side signal; inactive means no such curve, though single readings can be large or run the other way; the % refers to the polarisation; further: potency means the concentration at half of the fitted maximal effect; % of control where 0% means no effect; many of its hits are not listed in these tables
GALK inh: blocks human galactokinase activity; Purified GALK, Kinase-Glo residual ATP luminescence; Potency, µM (titrated, usually from 57.5 µM), inactives show at the highest dose activity change, negative = inhibition, hits mostly inhibitors; 0.007% of 270,000 active; AID 1868; further: potency means the concentration at half of the fitted maximal effect; on the % scale 0 is the no-effect control and ±100 the full control effect
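Compounds were pin-transferred into ATP buffer (35 uM final), then GALK plus galactose (5 nM, 100 uM final) was added. After 1 h at room temperature, Kinase-Glo Plus was added and luminescence read after 10 min.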
Coupling enz: inhibits coupling enzyme system, counter-screen for aldolase hits; coupling enzyme system counterscreen, AmpLite Red fluorescence; activity change, negative = inhibition, % at 58.2 µM, hits read low; 0.67% of 290,000 active; AID 2472; in the data active means activity change below about -30%; further: on the % scale 0 is the no-effect control and ±100 the full control effect
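Activity here indicates interference with the coupling reaction, not aldolase inhibition. Compounds at 57.5 uM final met coupling enzymes for 10 min at RT; substrate and AmpLite Red detection followed, with a 525/598 nm fluorescence read after 20 min.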
Tb PFK inh: T. brucei PFK enzyme inhibition | O15648 | Potency, µM (titrated, usually from 57.5 µM), inactives show at the highest dose activity, negative = inhibition, actives largely listed as inhibitors | T. brucei PFK, ADP-Glo luminescence | 0.17% of 330,000 active;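 further: potency means the concentration at half of the fitted maximal effect; 0% = uninhibited 1x PFK enzyme wells and -100% = no-enzyme wells; nearly all actives have a fitted effect of over 60% in size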
Target sequence (O15648 whole entry, looked up): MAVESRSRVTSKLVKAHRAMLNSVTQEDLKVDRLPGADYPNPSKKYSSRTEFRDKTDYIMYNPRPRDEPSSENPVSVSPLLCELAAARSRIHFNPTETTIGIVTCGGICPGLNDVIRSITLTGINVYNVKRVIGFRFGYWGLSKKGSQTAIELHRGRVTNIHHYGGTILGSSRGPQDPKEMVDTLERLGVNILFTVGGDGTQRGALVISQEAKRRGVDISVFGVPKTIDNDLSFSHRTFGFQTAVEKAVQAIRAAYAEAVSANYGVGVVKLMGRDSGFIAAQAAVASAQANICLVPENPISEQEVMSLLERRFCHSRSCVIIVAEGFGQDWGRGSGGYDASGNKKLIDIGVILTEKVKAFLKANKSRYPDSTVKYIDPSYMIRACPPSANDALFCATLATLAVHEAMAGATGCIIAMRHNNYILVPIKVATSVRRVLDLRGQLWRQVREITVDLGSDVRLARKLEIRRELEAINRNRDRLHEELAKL
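1.25 nM PFK with 0.5 mM F6P and 0.1 mM ATP in 0.1 M TEA pH 8.0, 5 mM MgCl2, incubated 45 min at room temperature; ADP measured by ADP-Glo luminescence; compounds titrated up to 57 uM.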
S-ASM inh: blocks human secretory acid sphingomyelinase; P17405; placental ASM, HMU-PC fluorogenic substrate, 60 min; Potency, µM (series often up to 57.5 µM), without a hit: at the highest dose activity change, negative = inhibition, usual class: inhibitors; 0.006% of 340,000 active; further: potency means the concentration at half of the fitted maximal effect
Target sequence (P17405 47-631 limits assumed): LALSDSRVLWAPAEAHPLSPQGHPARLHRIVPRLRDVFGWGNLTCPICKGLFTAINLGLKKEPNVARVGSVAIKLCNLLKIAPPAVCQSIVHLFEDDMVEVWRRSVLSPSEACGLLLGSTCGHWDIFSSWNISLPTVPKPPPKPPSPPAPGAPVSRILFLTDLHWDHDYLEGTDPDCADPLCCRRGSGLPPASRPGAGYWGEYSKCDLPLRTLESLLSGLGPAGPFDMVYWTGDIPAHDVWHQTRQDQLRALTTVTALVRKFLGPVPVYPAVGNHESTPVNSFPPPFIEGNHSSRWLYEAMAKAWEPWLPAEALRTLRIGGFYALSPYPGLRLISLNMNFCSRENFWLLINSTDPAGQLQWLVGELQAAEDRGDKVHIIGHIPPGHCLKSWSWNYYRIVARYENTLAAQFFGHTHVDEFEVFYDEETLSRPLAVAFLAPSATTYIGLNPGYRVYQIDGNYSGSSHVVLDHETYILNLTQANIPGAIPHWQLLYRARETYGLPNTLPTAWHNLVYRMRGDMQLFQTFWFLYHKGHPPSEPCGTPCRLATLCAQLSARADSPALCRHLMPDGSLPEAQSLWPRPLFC
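Fluorescence read-out (Ex 386 nm, Em 447 nm) after stopping the reaction at pH 10. Enzyme: ASM from human placenta; substrate HMU-PC0, 9 uM final; 60 min, 37 °C. Compound preincubation 10 min, ambient temperature.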
Chronic BCR inh: blocks chronic active B-cell receptor signaling; Potency, µM (titrated, usually from 46.1 µM), without a hit: at the highest dose ratio change, negative = lower green/red ratio, actives largely listed as inhibitors; 0.05% of 340,000 active; ABC-DLBCL IkBa-CBG/CBR reporter, luminescence ratio, 4 h; active means well fitted inhibition curve with a large enough effect in the signal ratio, with a control signal flat, not every such curve was filed as active; inconclusive means small, poorly fitted or top-dose-only effect, or effect the other way, or a change in a side signal; the % refers to the signal ratio;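 further: potency means the concentration at half of the fitted maximal effect; plate controls were basal doxycycline-induced cells for no effect and cells given 10 µM MG132 for full effect; MG132 reads +100%, hits lower the ratio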
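TMD8 ABC-DLBCL cells carrying doxycycline-inducible green luciferase fused to IkappaBalpha plus unfused red luciferase were exposed to compounds (up to 46 uM) for 4 hrs at 37C. Activity came from the overlap-corrected green/red luminescence ratio.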
PTAP TSG101 blk: blocks PTAP/TSG101 interaction to inhibit HIV-1 budding | 340,000 tested, under 10 active | Q99816 | Fluorescence polarization, FITC-PTAP peptide / Tsg101 binding | Potency, µM (highest dose often 115 µM), for inactives: top-dose activity change, negative = inhibition, most hits filed as inhibitors; active means well fitted inhibition curve with a large enough effect in the main read-out, with a control signal flat, not every such curve was filed as active; inconclusive means small, poorly fitted or top-dose-only effect, or effect the other way, or a change in a side signal; inactive means no such curve, though single readings can be large or run the other way; further: potency means the concentration at half of the fitted maximal effect; % of control where 0% means no effect
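Steps: Tsg101 binding domain dispensed (10 uM final), compounds pinned in DMSO, FITC-labeled PTAP-motif peptide added (50 nM final); after 20 min binding at room temperature, polarization measured.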
Giardia kill: kills Giardia lamblia; Giardia lamblia trophozoite viability; activity change, % at 7.66 µM, hits read low; 0.15% of 340,000 active; in the data active means activity change below about -80%; inconclusive means between about -30% and that limit;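 further: parasites exposed to compound for two days anaerobically before the ATP read; on the % scale 0 is the no-effect control and ±100 the full control effect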
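Giardia trophozoites, 100 cells per well, were exposed to compounds for 48 hrs at 37 deg C under anaerobic conditions; viability was then read as ATP content by bioluminescence after 15-30 min at room temperature.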
PKM2 activator: PKM2 (human) enzyme activation; P14618; purified PKM2, Kinase-Glo ATP luminescence, activation; response scale: 0% is enzyme alone, no compound; Potency, µM (titrated, usually from 57.5 µM), for the others: top-dose activation, actives largely listed as activators; 0.34% of 260,000 active; further: potency means the concentration at half of the fitted maximal effect; on the % scale 0 is the no-effect control and ±100 the full control effect; nearly all actives have a fitted effect of over 55% in size
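hPK-M2, >95% pure; 0.1 mM ADP / 0.5 mM PEP final; imidazole pH7.2 buffer w/ 7 mM MgCl2, 50 mM KCl; 1 h RT; Kinase-Glo lum. Intermediate enzyme activity for dual inhibitor/activator qHTS.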
Integrin act MD: activates integrin-mediated alleviation for muscular dystrophy. 0.064% of 350,000 active. alpha7betagal myoblasts, beta-gal FDG fluorescence, 48 h. Potency, µM (top dose mostly 38.3 µM), for inactives: top-dose activation, hits mostly activators;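 further: potency means the concentration at half of the fitted maximal effect; 100% = response of the positive control SU9516; nearly all actives have a fitted effect of over 60% in size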
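Alpha7betagal+/- myoblasts (passage 13) were plated 16-24 hr, then exposed to compounds (1:260 dilution of DMSO stock) for 48 hours at 37C. After MPER lysis, β-galactosidase reporter activity was read as FDG fluorescence (ex 480/em 540) after 30 minutes.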
B2AR arrestin: beta2AR (human) beta-arrestin recruitment activity. beta-arrestin recruitment to beta2AR, cell-based reporter. 0.02% of 330,000 active. Potency, µM (doses to about 46.1 µM), for the others: at the top dose activation, actives largely listed as activators;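 further: potency means the concentration at half of the fitted maximal effect; 0% = DMSO controls and full agonism = EC100 isoproterenol or metaproterenol; nearly all actives have a fitted effect of over 65% in size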
* marks the source's active call; other numbers are inactive results; [ ] = remark or other dose. Unless noted, the call rests on the fitted dose curve; in most records, active means well fitted curve in the direction sought with a large enough effect; inconclusive means small, poorly fitted or top-dose-only effect, or another doubt; inactive means no such curve, though single readings can be large; an effect the other way counts as inactive or inconclusive. Only part of the results is shown (hit frequency here may not be typical).

What do the screens show for `O=C(NC(Cc1ccc2c(c1)OCO2)C(=O)NC(Cc1ccccc1)C(=O)O)c1ccccc1` (stereo not drawn)?
Menin-MLL TR inh: 1%; GALK inh: 1%; Coupling enz: 5; Tb PFK inh: 0%; S-ASM inh: 1%; Chronic BCR inh: 7%; PTAP TSG101 blk: -6%; Giardia kill: 1; PKM2 activator: 1%; Integrin act MD: -1%; B2AR arrestin: 0.0%

Results for CNc1snc(C)c1C(=O)OCC(=O)Nc1ccc(C)cc1F ?
Tb PFK inh: -4%; S-ASM inh: -3%; Chronic BCR inh: 2%; PTAP TSG101 blk: -2%; Giardia kill: 9; Integrin act MD: -22%; B2AR arrestin: 0.3%

What do the screens show for `CC(OC(=O)/C=C/c1cccc(Cl)c1)C(=O)NC1CCCCC1C` (stereo not drawn)?
Tb PFK inh: -12%; S-ASM inh: 0%; Chronic BCR inh: -6%; PTAP TSG101 blk: 2%; Giardia kill: -4; Integrin act MD: -19%; B2AR arrestin: -0.7%

What do the screens show for `Cc1ccccc1OCCNC(=O)c1ccco1`?
Menin-MLL TR inh: inconclusive; GALK inh: 0%; Coupling enz: 1; Tb PFK inh: -1%; S-ASM inh: 3%; Chronic BCR inh: 5%; PTAP TSG101 blk: -1%; Giardia kill: -14; PKM2 activator: 0%; Integrin act MD: -18%; B2AR arrestin: 0.2%

Results for COc1ccc(N2CCN(CCCNC(=O)C3(S(=O)(=O)c4ccc(Cl)cc4)CC3)CC2)cc1 ?
Menin-MLL TR inh: -9%; GALK inh: -1%; Coupling enz: 1; Tb PFK inh: 0%; S-ASM inh: 5%; Chronic BCR inh: inconclusive; PTAP TSG101 blk: -1%; Giardia kill: -3; PKM2 activator: 0%; Integrin act MD: -10%; B2AR arrestin: -0.3%

Results for COc1cccc(C(=O)NCCN2C(=O)S/C(=C/c3cccs3)C2=O)c1OC ?
Menin-MLL TR inh: -8%; GALK inh: -2%; Coupling enz: 1; Tb PFK inh: -2%; S-ASM inh: -6%; Chronic BCR inh: inconclusive; PTAP TSG101 blk: 0%; Giardia kill: 10; PKM2 activator: 16%; Integrin act MD: 1%; B2AR arrestin: -0.1%

How did Cc1c(C(=O)O)cccc1-n1c(C)cc(/C=N/Nc2ccc([N+](=O)[O-])cn2)c1C do in these assays?
GALK inh: 8%; Coupling enz: 0; Tb PFK inh: -3%; S-ASM inh: 0%; Chronic BCR inh: 8%; PTAP TSG101 blk: 1%; Giardia kill: -14; PKM2 activator: 4%; Integrin act MD: 2.8µM*; B2AR arrestin: -0.5%

What do the screens show for `COc1ccc(C(=O)CSc2nc3c(c(=O)n(C)c(=O)n3C)n2C)cc1`?
Menin-MLL TR inh: 7%; GALK inh: 1%; Coupling enz: 0; Tb PFK inh: -2%; Chronic BCR inh: inconclusive; PKM2 activator: -1%; B2AR arrestin: -0.3%

Results for Cc1cc(C)c2oc(C(=O)Nc3ccc(S(=O)(=O)Nc4nccs4)cc3)cc(=O)c2c1 ?
GALK inh: 5%; Coupling enz: 7; Tb PFK inh: inconclusive; S-ASM inh: -2%; Chronic BCR inh: 1%; PTAP TSG101 blk: -4%; Giardia kill: -4; PKM2 activator: -1%; Integrin act MD: 23%; B2AR arrestin: 0.6%

What do the screens show for `O/N=C1\CCCc2nnc3c(c21)CCCC3`?
Menin-MLL TR inh: -8%; GALK inh: 1%; Coupling enz: -1; Tb PFK inh: 4%; S-ASM inh: -3%; Chronic BCR inh: -1%; PTAP TSG101 blk: -7%; Giardia kill: -5; PKM2 activator: -11%; Integrin act MD: -11%; B2AR arrestin: 0.3%

Results for Cc1ccccc1NC(=O)C[n+]1cc(-c2ccccc2)n2c1CCC2 ?
GALK inh: 5%; Coupling enz: 1; Tb PFK inh: 1%; S-ASM inh: 8%; Chronic BCR inh: 1%; PTAP TSG101 blk: -3%; Giardia kill: -5; PKM2 activator: 1%; Integrin act MD: inconclusive; B2AR arrestin: -0.6%

Results for CCN1C(=O)[C@H]2[C@@H](c3ccc(C)cc3)N3C(=O)N(c4cccc(Br)c4)C(=O)[C@@]3(CC)[C@H]2C1=O ?
Tb PFK inh: -8%; S-ASM inh: 2%; Chronic BCR inh: 0%; PTAP TSG101 blk: -5%; Giardia kill: 6; Integrin act MD: 23%; B2AR arrestin: 0.0%

How did CC(NC(=O)COc1cccnc1[N+](=O)[O-])c1ccc(Cl)cc1Cl (stereo not drawn) do in these assays?
Menin-MLL TR inh: -9%; GALK inh: -2%; Coupling enz: -1; Tb PFK inh: -12%; S-ASM inh: -2%; Chronic BCR inh: 0%; PTAP TSG101 blk: -7%; Giardia kill: inconclusive; Integrin act MD: -14%; B2AR arrestin: 0.3%

Results for COC(=O)C(Cc1c[nH]c2ccccc12)NC(=O)CNC(C)=O (stereo not drawn) ?
Menin-MLL TR inh: 2%; GALK inh: 0%; Coupling enz: 5; Tb PFK inh: 0%; S-ASM inh: 0%; Chronic BCR inh: 21%; PTAP TSG101 blk: 1%; Giardia kill: -17; PKM2 activator: -2%; Integrin act MD: 12%; B2AR arrestin: -0.1%

Results for O=c1cc(CSc2nnnn2-c2ccccc2)nc2scc(-c3ccccc3)n12 ?
Menin-MLL TR inh: -9%; GALK inh: -2%; Coupling enz: -2; Tb PFK inh: -1%; S-ASM inh: -10%; Chronic BCR inh: inconclusive; PTAP TSG101 blk: -1%; Giardia kill: 3; PKM2 activator: 25µM*; Integrin act MD: -12%; B2AR arrestin: -0.3%

Results for COc1ccc(N2CCN(C(=O)CCS(=O)(=O)c3ccc(C)cc3)CC2)cc1 ?
Menin-MLL TR inh: -12%; GALK inh: 0%; Coupling enz: 1; Tb PFK inh: 1%; S-ASM inh: -3%; Chronic BCR inh: 4%; PTAP TSG101 blk: -5%; Giardia kill: -11; PKM2 activator: 1%; Integrin act MD: 26%; B2AR arrestin: -0.1%

How did Cc1cc(C)nc(SC(C(=O)O)c2ccccc2)n1 (stereo not drawn) do in these assays?
Menin-MLL TR inh: -4%; GALK inh: 0%; Coupling enz: 0; Tb PFK inh: 2%; S-ASM inh: -2%; Chronic BCR inh: inconclusive; PTAP TSG101 blk: 0%; Giardia kill: 2; PKM2 activator: 9%; Integrin act MD: 13%; B2AR arrestin: 0.1%

Results for Cc1ccc(-c2nc3c(=O)n(-c4ccccc4)c4c(c(=O)n(C)c(=O)n4C)c3o2)cc1 ?
Coupling enz: 6; Tb PFK inh: 3%; S-ASM inh: 5%; Chronic BCR inh: 3%; PTAP TSG101 blk: 1%; Giardia kill: 8; PKM2 activator: -19%; Integrin act MD: 11%; B2AR arrestin: -1.1%

What do the screens show for `Cc1ccccc1Cn1ccc(NC(=O)c2cc3nc(-c4ccco4)cc(C(F)(F)F)n3n2)n1`?
Menin-MLL TR inh: 17%; GALK inh: -2%; Coupling enz: 0; Tb PFK inh: -3%; S-ASM inh: 402%[activator]; Chronic BCR inh: 1%; PTAP TSG101 blk: -2%; Giardia kill: -6; PKM2 activator: -3%; Integrin act MD: 1%; B2AR arrestin: -0.2%

Results for Cn1cccc1C(=O)NC(=O)COC(=O)c1cc(Cl)ccc1[N+](=O)[O-] ?
GALK inh: 0%; Coupling enz: -1; Tb PFK inh: 3%; S-ASM inh: 4%; Chronic BCR inh: -12%; PTAP TSG101 blk: -1%; Giardia kill: -16; PKM2 activator: -1%; Integrin act MD: 20%; B2AR arrestin: 0.1%

How did CCn1c(=O)c(C(=O)NNC(=O)Cc2ccccc2)c(O)c2ccccc21 do in these assays?
Menin-MLL TR inh: 4%; GALK inh: 0%; Coupling enz: -1; Tb PFK inh: 2%; S-ASM inh: 3%; Chronic BCR inh: -2%; PTAP TSG101 blk: 0%; Giardia kill: -3; PKM2 activator: -5%; Integrin act MD: 27%; B2AR arrestin: -1.0%

Results for CC[C@H](C)[C@@H](CN[C@H](CCCCNC)CNC)NCC1CCCC1 ?
Menin-MLL TR inh: -21%; Coupling enz: 2; Tb PFK inh: -3%; S-ASM inh: 1%; Chronic BCR inh: -1%; PTAP TSG101 blk: 0%; Giardia kill: 0; PKM2 activator: -3%; Integrin act MD: 2%; B2AR arrestin: 0.6%

What do the screens show for `COc1ccccc1N1CCN(/N=C(\C)c2ccccc2O)CC1`?
Menin-MLL TR inh: -7%; GALK inh: 3%; Coupling enz: 3; Tb PFK inh: 1%; S-ASM inh: 3%; Chronic BCR inh: 9%; PTAP TSG101 blk: 2%; Giardia kill: 1; PKM2 activator: -1%; Integrin act MD: -1%; B2AR arrestin: -0.1%
